# Cdc42 wt: modulators (inhibitors or activators) of GTP binding to human Cdc42 wildtype; P60953; GST-Cdc42 beads, Bodipy-GTP binding, flow cytometry; actives lie on both sides; percent activity (GTP binding), % at 10 µM; actives 0.2% (n = 190,000);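 active = percent activity GTP binding at least 20 points away from the 100% baseline, either down as inhibitor or up as activator; inconclusive = compound flagged as likely green fluorescent from well-wide comparison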;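 also: median bead fluorescence of bound Bodipy-FL-GTP at 100 nM; 0% = excess unlabeled GTP control and 100% = no compound control; below 100% means less GTP binding so inhibitor and above means activator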
# Target sequence (P60953 whole entry, looked up): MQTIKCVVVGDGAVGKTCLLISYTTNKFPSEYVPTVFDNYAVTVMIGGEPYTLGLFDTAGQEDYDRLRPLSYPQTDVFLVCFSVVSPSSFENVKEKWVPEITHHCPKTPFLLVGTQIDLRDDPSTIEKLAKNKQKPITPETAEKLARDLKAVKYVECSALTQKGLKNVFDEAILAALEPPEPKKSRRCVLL
# Bim-Bcl-XL: inhibitors of Bim-Bcl-XL interaction, human; inhibition, % at 10 µM; AID 1007; actives 0.04% (n = 190,000); Bim peptide-Bcl-XL binding, bead flow cytometry, fluorescence; Q07817
# Target sequence (Q07817 whole entry, looked up): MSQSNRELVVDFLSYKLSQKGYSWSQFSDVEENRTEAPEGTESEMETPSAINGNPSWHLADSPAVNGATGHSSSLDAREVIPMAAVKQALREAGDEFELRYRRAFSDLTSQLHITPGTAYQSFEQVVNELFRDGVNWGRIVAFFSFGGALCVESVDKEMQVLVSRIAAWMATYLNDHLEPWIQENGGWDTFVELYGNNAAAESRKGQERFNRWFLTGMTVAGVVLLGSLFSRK
# Rac1 wt GTP bind: alters GTP binding to wildtype human Rac1; P63000; GST-Rac1 beads, fluorescent GTP binding, flow cytometry; actives lie on both sides; 0 = cold GTP competed, 100 = untreated; GTP binding activity (% of control), % at 10 µM; actives 0.27% (n = 190,000); AID 757;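 active = GTP binding activity at least 20 points away from the 100% control level, either lower or higher; inconclusive = compound flagged as likely green fluorescent, judged across all proteins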
# HRas wt GTP bind: human HRas wildtype GTP binding, change in either direction | P01112 | GST-Ras wt beads, Bodipy-FL-GTP binding, flow cytometry; actives lie on both sides | GTP binding activity, % at 10 µM | actives 0.14% (n = 190,000);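 active = GTP binding activity at least 20% away from the 100% baseline, either lowered as inhibitor or raised as activator; inconclusive = flagged as likely green fluorescent, judged across all proteins in the well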;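 also: 0% = unlabeled GTP competition control and 100% = no-compound control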
# Target sequence (P01112 whole entry, looked up): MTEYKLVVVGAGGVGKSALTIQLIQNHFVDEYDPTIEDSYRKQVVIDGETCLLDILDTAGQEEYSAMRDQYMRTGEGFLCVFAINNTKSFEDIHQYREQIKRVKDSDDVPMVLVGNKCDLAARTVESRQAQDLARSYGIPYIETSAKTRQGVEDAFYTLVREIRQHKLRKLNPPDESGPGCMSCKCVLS
# Bfl-1 Bim block: disrupts Bim binding to human Bfl-1 | Q16548 | Bead-based flow cytometry, Bim-Bfl-1 binding inhibition | inhibition, % at 10 µM | actives 0.12% (n = 190,000) | AID 1008;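 also: 0% = wells without compound plus tracer and 100% = blocker peptide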
# Rac1 mut GTP: alters GTP binding to activated mutant human Rac1; P63000; actives 0.11% (n = 190,000); percent activity (GTP binding), % at 10 µM; GST-Rac1 activated beads, fluorescent GTP binding, flow cytometry; actives lie on both sides; 100% means binding = to untreated wells;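 active = GTP binding at least 20 percentage points away from the 100% baseline, in either direction, so actives lie on both sides; inconclusive = Compound likely fluorescent itself, or too few beads counted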
# Bim-Bcl-B: inhibitors of Bim-Bcl-B interaction, human; bead-based flow cytometry, Bim peptide-Bcl-B binding; actives 0.073% (n = 190,000); inhibition, % at 10 µM; Q9HD36; AID 951;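 also: 0% = tracer peptide without compound and 100% = reference inhibitor peptide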
# Target sequence (Q9HD36 whole entry, looked up): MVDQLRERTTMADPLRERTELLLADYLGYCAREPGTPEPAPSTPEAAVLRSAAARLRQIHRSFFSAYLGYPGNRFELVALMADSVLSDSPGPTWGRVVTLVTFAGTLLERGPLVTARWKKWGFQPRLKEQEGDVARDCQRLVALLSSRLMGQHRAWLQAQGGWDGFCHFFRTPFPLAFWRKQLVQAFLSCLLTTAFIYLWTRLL
# Rab7 wt modul: modulators of GTP binding to dog Rab7 wildtype GTPase | GTP binding activity (percent of control), % at 10 µM | GST-Rab7 beads, fluorescent GTP binding, flow cytometry; actives lie on both sides; untreated = 100%, excess cold GTP = 0% | actives 0.055% (n = 190,000) | AID 758;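 active = fluorescent GTP binding to Rab7 beads changed by at least 20 points from the 100% baseline, either direction, mostly lower; inconclusive = compound itself probably fluorescent, or too few beads counted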;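 also: median green fluorescence of bound Bodipy-FL-GTP per Rab7 bead population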
# Rab2A wt mod: changes GTP binding to wildtype dog Rab2A, up or down | AID 760 | actives 0.19% (n = 190,000) | GTP binding activity, % at 10 µM | GST-Rab2 wt beads, Bodipy-GTP binding, flow cytometry;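 active = GTP binding activity at least 20 points away from 100%, either lowered or raised; inconclusive = signal likely due to the compound's own green fluorescence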;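 also: 0% = beads with excess unlabeled GTP and 100% = no-compound control corrected for plate trend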
# Bcl-2 Bim block: disrupts Bim peptide binding to human Bcl-2; inhibition, % at 10 µM; actives 0.06% (n = 190,000); P10415; Bead-based flow cytometry, Bim peptide-Bcl-2 binding; AID 950; in the data active = inhibition above about 40%; inconclusive = no clear call, values can overlap the other calls;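 also: 0% = no compound wells with probe peptide and 100% = reference peptide inhibitor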
# Target sequence (P10415 whole entry, looked up): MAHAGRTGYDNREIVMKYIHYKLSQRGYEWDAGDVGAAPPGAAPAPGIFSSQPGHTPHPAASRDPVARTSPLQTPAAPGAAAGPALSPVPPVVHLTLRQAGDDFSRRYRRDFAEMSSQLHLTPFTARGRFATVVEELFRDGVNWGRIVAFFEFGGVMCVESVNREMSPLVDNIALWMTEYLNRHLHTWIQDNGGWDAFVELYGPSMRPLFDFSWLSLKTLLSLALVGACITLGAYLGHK
# Bim-Bcl-W: inhibitors of Bim-Bcl-W interaction, human | inhibition, % at 10 µM | actives 0.02% (n = 190,000) | bead-based flow cytometry, Bim peptide-Bcl-W binding | AID 952;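 also: 0% = bound tracer without compound and 100% = peptide blocker; higher means less fluorescent Bim peptide bound to Bcl-W beads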
# * = called active by the depositor; ? = inconclusive. Rule as the data show it, unless noted: active = inhibition above about 40%.
1	CCOc1cc(NC(=O)c2cccs2)c(OCC)cc1NC(=O)c1ccccn1
2	CCOC(=O)NC(c1ccc(C(C)C)cc1)C(Cl)(Cl)Cl (stereo not given)
3	COc1ccc(NC(=O)CSc2nnc(-c3cccnc3)o2)cc1
4	Cc1cccc(OC(=O)C2C(c3ccccc3)C(C(=O)O)C2c2ccccc2)c1 (stereo not given)
5	Cc1ccc(C)c(NC(=S)Nc2cccnc2)c1
6	O=C(NCc1cccs1)C1CC1
7	CCOCc1[nH]c(=S)[nH]c(=O)c1Cc1ccc(OCC)cc1
8	COc1ccc(NC(=S)Nc2ccc(N(C)C(C)=O)cc2)cc1
entry no.,1,2,3,4,5,6,7,8
Cdc42 wt,99,?,98,99,104,98,98,100
Bim-Bcl-XL,-4,-20,15,-9,-2,0,-1,0
Rac1 wt GTP bind,100,?,96,102,104,101,100,99
HRas wt GTP bind,94,?,98,100,100,96,99,98
Bfl-1 Bim block,-9,-4,3,-11,-3,-6,-5,-1
Rac1 mut GTP,97,?,98,97,99,95,96,95
Bim-Bcl-B,-7,-13,3,-6,-3,0,-9,-3
Rab7 wt modul,97,?,98,101,99,97,107,108
Rab2A wt mod,98,?,99,99,100,100,99,102
Bcl-2 Bim block,-4,-6,0,-5,-1,-1,-2,1
Bim-Bcl-W,-3,-16,2,1,-1,4,-4,0

# Pulled by compound from above (2):
7	CCOCc1[nH]c(=S)[nH]c(=O)c1Cc1ccc(OCC)cc1
5	Cc1ccc(C)c(NC(=S)Nc2cccnc2)c1
entry no.,7,5
Cdc42 wt,98,104
Bim-Bcl-XL,-1,-2
Rac1 wt GTP bind,100,104
HRas wt GTP bind,99,100
Bfl-1 Bim block,-5,-3
Rac1 mut GTP,96,99
Bim-Bcl-B,-9,-3
Rab7 wt modul,107,99
Rab2A wt mod,99,100
Bcl-2 Bim block,-2,-1
Bim-Bcl-W,-4,-1

# Next part.
9	Cc1cc(SCC(N)=O)nc(SCC(=O)c2ccccc2)n1
10	Cc1nn(C)c(C(=O)Nc2ccc(S(=O)(=O)NC34CC5CC(CC(C5)C3)C4)cc2)c1Br
11	CS(=O)(=O)N1CCCC(C(=O)NCCCN2CCc3ccccc3C2)C1 (stereo not given)
12	Cc1nc2oc(C(=O)c3ccc(Br)cc3)c(N)c2c2c1COC(C)(C)C2
13	C/C(CC1CC(C)(C)OC1=O)=N/Nc1nc(-c2ccccc2)cs1 (stereo not given)
14	Cc1ccc(NC(=O)/C(=C\c2cccc([N+](=O)[O-])c2)NC(=O)c2cccs2)cc1
15	Cc1ccccc1CSCCC(=O)NCCC1=CCCCC1
16	O=[N+]([O-])c1cccc(C(=S)N2CCN(c3ccccc3F)CC2)c1
entry no.,9,10,11,12,13,14,15,16
Cdc42 wt,98,91,109,101,102,105,99,93
Bim-Bcl-XL,-10,0,-2,-1,-9,0,-13,-7
Rac1 wt GTP bind,104,100,110,102,105,101,104,100
HRas wt GTP bind,99,97,103,101,99,104,100,95
Bfl-1 Bim block,-8,0,-10,-4,0,0,-3,4
Rac1 mut GTP,97,101,102,97,98,99,100,94
Bim-Bcl-B,-3,1,-6,-7,-21,0,-4,-17
Rab7 wt modul,99,97,101,101,99,102,100,96
Rab2A wt mod,100,94,102,100,98,101,99,94
Bcl-2 Bim block,-5,-2,-8,-5,-5,1,-5,2
Bim-Bcl-W,-1,-1,2,3,-5,-1,-4,-4

17	O=C1CC(N2CCN(Cc3ccc4c(c3)OCO4)CC2)C(=O)N1c1cccc(Cl)c1 (stereo not given)
18	COc1ccc(N2C(=O)c3ccccc3NC2c2ccc(OC)c(Cn3nnc4ccccc43)c2)cc1 (stereo not given)
19	COc1ccc(N2CCN(C(=S)Nc3cccc(C)c3)CC2)cc1
20	Cc1ccc(NC(=O)COC(=O)CN2CSCC2=O)cc1C
21	Cn1c(=O)c2c(ncn2CCCc2ccccc2)n(C)c1=O
22	O=C(Nc1ccc(C(=O)O)cc1)/C(=C\C=C\c1ccccc1)NC(=O)c1cccc(Br)c1
23	CN(C)S(=O)(=O)c1ccc(S(=O)(=O)N(CC(=O)Nc2ccccc2)CC2CCCO2)cc1 (stereo not given)
24	Cc1ccc(CN2CCN(CCC(C)C)C(CCO)C2)s1 (stereo not given)
entry no.,17,18,19,20,21,22,23,24
Cdc42 wt,106,96,107,102,100,92,96,98
Bim-Bcl-XL,-4,-9,0,-2,4,-1,2,-1
Rac1 wt GTP bind,105,100,110,101,99,95,99,98
HRas wt GTP bind,101,96,106,100,99,95,98,98
Bfl-1 Bim block,3,-14,-6,0,-15,-4,3,-2
Rac1 mut GTP,100,97,93,99,98,91,97,98
Bim-Bcl-B,1,-3,-4,-3,-9,-1,0,-2
Rab7 wt modul,101,100,105,99,97,95,97,106
Rab2A wt mod,101,97,96,98,97,93,97,103
Bcl-2 Bim block,2,-8,2,1,0,-2,6,0
Bim-Bcl-W,-7,-5,2,-2,4,0,8,-4

25	CCOc1ccccc1-n1c(COc2ccccc2)nnc1SCC(N)=O
26	c1ccc(COc2ccc(OCCCN3CCCC3)cc2)cc1
27	CCN(CC)c1ccc(NC(=O)COc2ccc(C#N)cc2)cc1S(=O)(=O)Nc1ccc(OC)cc1
28	CCOC(=O)c1sc(NC(=O)CCCCl)nc1C
29	O=C(CCl)Nc1cn(-c2ccccc2)nc1-c1ccc(F)cc1
30	Cc1ccc(Nc2nc(N3CCN(C)CC3)nc(N)c2[N+](=O)[O-])cc1C
31	O=C(Cn1cnc2ccccc2c1=O)Nc1ccc(N2CCOCC2)cc1
32	Cc1nn(CC(=O)NCCc2ccc(Cl)cc2Cl)c(C)c1[N+](=O)[O-]
entry no.,25,26,27,28,29,30,31,32
Cdc42 wt,102,101,97,109,94,104,97,97
Bim-Bcl-XL,-3,-5,-4,-5,0,-12,-1,0
Rac1 wt GTP bind,106,103,102,106,97,103,96,97
HRas wt GTP bind,103,100,99,104,94,101,95,94
Bfl-1 Bim block,-15,-16,5,0,-3,-2,-5,7
Rac1 mut GTP,99,101,97,104,93,99,97,95
Bim-Bcl-B,-9,-7,-18,-7,-2,-4,0,2
Rab7 wt modul,99,96,100,102,93,96,96,101
Rab2A wt mod,100,100,98,106,97,102,94,94
Bcl-2 Bim block,-12,-5,-1,-1,-3,0,-3,-6
Bim-Bcl-W,0,-4,-4,-3,-1,-6,0,1

33	O=C(O)C(c1ccccc1)C1(O)CCCC1 (stereo not given)
34	Cc1c(C(=O)OCC[N+]2(C)CCCCC2)oc2ccccc12
35	COc1ccccc1C1CC(=O)Nc2cc3c(cc21)OCCO3 (stereo not given)
36	Cn1c(SCC(N)=O)nnc1C1CCN(C(=O)NCc2ccccc2)CC1
37	Cc1cc(C)nc(N/N=C/C=C/c2ccccc2)n1
38	COc1ccc(CCn2c(-c3cc([N+](=O)[O-])cc([N+](=O)[O-])c3)nc3nc4ccccc4nc32)cc1
39	O=C1c2ccccc2NC(c2cn[nH]c2-c2ccccc2)N1O (stereo not given)
40	Cc1ccc(S(=O)(=O)NC(C)(C)CSc2ncccn2)cc1
entry no.,33,34,35,36,37,38,39,40
Cdc42 wt,98,93,107,?,98,96,102,94
Bim-Bcl-XL,4,0,-1,-6,1,-6,-2,0
Rac1 wt GTP bind,99,96,103,?,99,103,108,101
HRas wt GTP bind,96,94,105,?,98,99,101,99
Bfl-1 Bim block,-2,3,1,-10,0,-2,0,-4
Rac1 mut GTP,96,96,102,?,100,97,103,97
Bim-Bcl-B,0,-7,1,-6,-8,-10,-3,-3
Rab7 wt modul,96,92,103,?,93,93,99,105
Rab2A wt mod,99,97,104,?,98,96,99,98
Bcl-2 Bim block,-1,-1,0,-5,2,-5,0,-3
Bim-Bcl-W,-2,-3,2,-3,-1,0,-1,0

41	CN(Cc1cccc2ncccc12)C(=O)CC1C(=O)NCCN1Cc1ccc(F)cc1 (stereo not given)
42	CCOCc1nnc(NC(=O)c2c(OC)cccc2OC)s1
43	C/C=C/c1ccc(OCCOc2ccc(C=O)cc2)c(OC)c1
44	CCOC(=O)c1c(NCC2CCCO2)c2ccccc2[nH]c1=O (stereo not given)
45	CC(=O)c1sc(NC(=O)c2cc(=O)c3ccccc3o2)nc1C
46	COc1ccc(S(=O)(=O)N(CCCN2CCOCC2)Cc2ccc(OC)c(OC)c2)cc1
47	Cc1ccccc1NC(=O)CC1SCCNC1=O (stereo not given)
48	COC(=O)C(NNc1ccccc1)(NC(=O)c1ccc(F)cc1)C(F)(F)F (stereo not given)
entry no.,41,42,43,44,45,46,47,48
Cdc42 wt,93,101,96,103,89,102,98,104
Bim-Bcl-XL,-1,-13,-9,-1,-1,-1,0,0
Rac1 wt GTP bind,95,101,97,105,88,102,95,102
HRas wt GTP bind,93,97,97,101,92,102,96,100
Bfl-1 Bim block,-5,-14,-13,-11,5,0,-2,1
Rac1 mut GTP,98,96,99,101,91,99,97,102
Bim-Bcl-B,-4,-10,-10,-8,2,0,-4,1
Rab7 wt modul,97,94,95,102,100,98,91,84
Rab2A wt mod,98,97,97,103,92,100,95,100
Bcl-2 Bim block,-5,-8,-8,-7,3,-1,-6,0
Bim-Bcl-W,-1,0,-6,-1,-1,0,-2,0

49	Cc1cccc(C(C)(C)C)c1OCCCCN1CCCC1
50	CC(C)(C)c1ccc(/C=N/NC(=S)NC2CCCCC2)cc1
51	O=C(C1=C(O)C(=O)N(Cc2ccco2)C1c1ccccc1)c1cccs1 (stereo not given)
52	CC(/C=C/c1cccs1)=C\C(=O)O
53	COc1ccc(C(CCN(Cc2ccc(OC)c(OC)c2)C(=O)CCl)c2ccccc2)cc1 (stereo not given)
54	CCCCn1c(CN2CCN(c3cccc(Cl)c3)CC2)nc2c1c(=O)[nH]c(=O)n2C
entry no.,49,50,51,52,53,54
Cdc42 wt,106,100,97,98,100,102
Bim-Bcl-XL,-1,-1,-6,-4,-9,-4
Rac1 wt GTP bind,103,104,98,97,104,105
HRas wt GTP bind,106,102,98,98,100,104
Bfl-1 Bim block,0,0,-1,-2,-10,-2
Rac1 mut GTP,97,102,93,97,100,100
Bim-Bcl-B,0,-2,1,-5,-12,-1
Rab7 wt modul,103,103,98,96,98,100
Rab2A wt mod,103,101,96,96,97,103
Bcl-2 Bim block,0,2,0,-1,-6,-1
Bim-Bcl-W,-1,-3,0,-4,-7,0

# Grouped by structure: those above with bromine
10	Cc1nn(C)c(C(=O)Nc2ccc(S(=O)(=O)NC34CC5CC(CC(C5)C3)C4)cc2)c1Br
12	Cc1nc2oc(C(=O)c3ccc(Br)cc3)c(N)c2c2c1COC(C)(C)C2
22	O=C(Nc1ccc(C(=O)O)cc1)/C(=C\C=C\c1ccccc1)NC(=O)c1cccc(Br)c1
entry no.,10,12,22
Cdc42 wt,91,101,92
Bim-Bcl-XL,0,-1,-1
Rac1 wt GTP bind,100,102,95
HRas wt GTP bind,97,101,95
Bfl-1 Bim block,0,-4,-4
Rac1 mut GTP,101,97,91
Bim-Bcl-B,1,-7,-1
Rab7 wt modul,97,101,95
Rab2A wt mod,94,100,93
Bcl-2 Bim block,-2,-5,-2
Bim-Bcl-W,-1,3,0

# Assay outcomes deposited in PubChem by NMMLSC.
